Autophagy mod: autophagy modulation, high-content screen | AID 463193 | 190,000 compounds, 0.98% hits | calls only at 10 µM (by protocol) | MEF GFP-LC3 puncta imaging; test concentration mostly 10 µM;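 active means percentage of spot-positive cells more than 3 SD above its plate mean, without a fluorescence outlier flag or 80% toxicity; inconclusive means no clear call, values can overlap the other calls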;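 further: spot-positive cell cutoff set from DMSO-treated cells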
WT yeast gro inh: growth inhibition of WT yeast, mitochondrial fusion screen. mitochondrial fusion phenotypic screen, WT strain. inhibition, % at 10 µM. 190,000 compounds, 2.1% hits. AID 1362; in the data active means inhibition above about 58%; tested in S. cerevisiae
Insulin prom up: MIN6 insulin promoter up-regulation; MIN6 insulin promoter-GFP reporter, high-content imaging; active compounds read high; z-score at 5 µM; 190,000 compounds, 0.3% hits; AID 1625;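 active means z-score above 3 at 5 µM with at least 500 cells counted in the well; inconclusive means wells under 500 cells, flagged as cytotoxic or low count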
T cell modulator: modulates CD8 T cell binding to vesicles; 2C CD8+ T cell-vesicle binding, flow cytometry; active compounds read low; AID 2052; 330,000 compounds, 0.068% hits; calls only at 7 µM;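 active means response, share of CD8 T cells binding vesicles, and their 90th percentile fluorescence all below set limits, cut at about 80% in these data, passing the limit was not always enough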
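Read-out – percent CD8+ FL2 mean versus row control · System – murine 2C transgenic CD8+ T lymphocytes · Times – 1.5 h cell–vesicle binding at 37 °C, then 20 min icy labelling · Control set – naked vesicles low, QL9 vesicles with vehicle high · Detection – cytometric PE anti-B7-1 and Alexa647 anti-CD8 signals after 1% paraformaldehyde fixation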
West Nile antiviral: West Nile virus antiviral activity, cell-based, CPE readout (AID 1621); West Nile virus-infected cells, CPE inhibition; higher % means a stronger effect; 290,000 compounds, 0.02% hits; CPE inhibition, % at 10 µM, or IC50 in µM where a hit was titrated; in the data active means a potency from the dose series; inconclusive means CPE inhibition mostly from about 3.7% at the one dose, without a potency; inactive means the rest, 99 in 100 with CPE inhibition below about 2.2%; further: strong numbers were not always called active
MT stabilize HCS: microtubule stabilization, imaging screen; % tubulin-high responders, % at 10 µM; AID 2205; HeLa tubulin immunostaining HCS, 24 h; share of cells brighter than vehicle mean+2SD; 200,000 compounds, 0.83% hits;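 active means plate Z-score above 3 for both tubulin-high and condensed-nucleus cell shares, with cell loss under 80%, at 10 µM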;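 further: anti alpha tubulin signal scored within the nucleus-defined area of each cell; some results filed as inactive read as strong as hits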
b-catenin transl: beta-catenin nuclear translocation modulation. AID 1665. 190,000 compounds, 0.3% hits. nuclear translocation activity, % at 5 µM. HeLa beta-catenin nuclear translocation, immunofluorescence imaging;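 active means nuclear translocation activity above 50% at 5 µM, with a well cell count of 50 or more; inconclusive means wells under 50 cells across six images, flagged as toxic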;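 further: per-cell ratio of nuclear to cytoplasmic median beta-catenin stain intensity; plate controls were DMSO negative control for no effect and GSK-3 inhibitor IX positive control for full effect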
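Test system: human HeLa cells, endogenous beta-catenin. Times: 24 h compound exposure, 37°C. Measured by: beta-catenin immunofluorescence imaging with DAPI.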
Lipid droplet: modulators of hepatic lipid droplet formation; AML12 mouse hepatocytes, oleate lipid droplets, BODIPY imaging; inhibition, % at 6.5 µM; 240,000 compounds, 0.4% hits; AID 1656;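 active means lipid droplet intensity inhibited by at least 50%, with more than 500 cells counted; inconclusive means wells with under 300 cells, treated as cytotoxic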
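Test system: AML12 hepatocytes (mouse); reagent: oleate loading, 100 µM; dosing: one dose, 6.5 µM compound; incubation: overnight exposure; signal: fluorescence imaging, 20x objective, two fields per well; read-out basis: % inhibition of corrected integrated BODIPY droplet signal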
Myeloid diff MLP: compounds promoting myeloid differentiation; ER-HoxA9 myeloid progenitors, lysozyme-GFP differentiation, flow cytometry; calls only at 10 µM; 360,000 compounds, 1% hits; AID 624256;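 active means normalized GFP-positive differentiation at or above the plate's own cutoff, the solvent-only control mean plus 3 SD; inconclusive means no clear call, values can overlap the other calls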;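 further: cells exposed to compound for four days before flow analysis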
WT yeast gro inh mutant strain: also measured in WT yeast gro inh; calls as there; inhibition, %; mitochondrial fusion phenotypic screen, mutant strain inhibition
Insulin prom up cell count: further read-out of Insulin prom up, marked with its call; cell count; measured here: cytotoxicity, nuclei count;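 total cells summed across four imaged fields per well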
Lipid droplet cells 6.5 µM: second read-out of Lipid droplet, no call of its own (marks repeat the call); cell count; measured here: cell count, cytotoxicity flag;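 cells counted across two imaged fields per well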
b-catenin transl cell count 5 µM: further read-out of b-catenin transl, marked with its call; cell count; measured here: cell count, cytotoxicity flag
T cell modulator vesicle-bound %: further read-out of T cell modulator, marked with its call; double positive events, %; measured here: CD8+ vesicle-bound cell fraction;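 binding gate set so that unloaded-vesicle control wells show 10% double positive cells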
MT stabilize HCS Hoechst-high %: recorded beside MT stabilize HCS, whose call it bears; % Hoechst-high responders; measured here: nuclear condensation Hoechst responders;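 share of cells brighter than vehicle mean plus two SD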
MT stabilize HCS cytotoxicity %: also measured in MT stabilize HCS; calls as there; toxicity, %; measured here: cytotoxicity by cell density;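 0% = mean cell density of plate MIN control wells and 100% = no cells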
Autophagy mod cell loss 18 h: second read-out of Autophagy mod, no call of its own (marks repeat the call); toxicity, %; measured here: cell loss, nuclei count;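 cell loss after 18 h compound exposure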
Myeloid diff MLP GFP+ MAC1+ %: also measured in Myeloid diff MLP; calls as there; GFP+ MAC1+ double positive, %; measured here: differentiation confirmed by MAC1 staining
An asterisk follows results filed as active; i = inactive; ? = inconclusive; / = not tested or not shown. No enrichment for hits; about 3.9% have a hit in one of these screens.

The first 8 compounds as a preview:
SMILES | Autophagy mod | Autophagy mod cell loss 18 h | WT yeast gro inh | WT yeast gro inh mutant strain | Insulin prom up | Insulin prom up cell count | T cell modulator | T cell modulator vesicle-bound % | West Nile antiviral | MT stabilize HCS | MT stabilize HCS Hoechst-high % | MT stabilize HCS cytotoxicity % | b-catenin transl | b-catenin transl cell count 5 µM | Lipid droplet | Lipid droplet cells 6.5 µM | Myeloid diff MLP | Myeloid diff MLP GFP+ MAC1+ %
O=C(CCCn1c(=S)[nH]c2cc3c(cc2c1=O)OCO3)NCCc1ccccc1Cl | / | / | / | / | / | / | i | 49 | -0.4% | / | / | / | / | / | 12 | 671 | i | 4.3
O=C(CN1CCSC1=NCc1ccccc1)c1ccc(Cl)cc1 | i | -2 | 5 | -6 | -0.29 | 1107 | i | 50 | -0.4% | 2.1 | 2.9 | 7.6 | -0.9 | 1088 | -4 | 613 | i | 0.9
C[C@@H]1C2CC(C/C2=N\NC(=O)c2ccncc2)C1(C)C (stereo partly specified) | / | / | / | / | / | / | i | 14 | 0.9% | / | / | / | / | / | 7 | 690 | i | 1.4
C/C=C\C(=O)Nc1cccc(C2=NOC3(C2)C[C@@H](C(N)=O)N(C(=O)CCCCC)C3)c1 (stereo partly specified) | / | / | / | / | 0 | 974 | i | 51 | -0.6% | / | / | / | -0.4 | 1105 | / | / | i | 1.5
COc1cc2c(cc1C1NC(=S)NC(C)=C1C(N)=O)CCCC2 (stereo unspecified) | i | -5 | 0 | -1 | 0.84 | 1027 | i | 56 | 2.0% | 1.7 | 1.5 | 4.2 | 1.2 | 1505 | -7 | 556 | i | 0.0
O=C(Nc1ccc2oc(-c3ccccc3Cl)nc2c1)c1cncc(Br)c1 | i | 11 | 4 | -3 | -1.8 | 1310 | i | 36 | ? | 8.2 | 6.7 | 17 | 1.4 | 1268 | / | / | i | 0.4
Oc1oc(-c2ccco2)nc1C=Nc1cccc(Cl)c1 | i | 8 | -2 | 0 | 0.4 | 1050 | i | 7 | -0.6% | 6.8 | 2.5 | 9.3 | -6.8 | 916 | / | / | i | 5.8
CCCCCc1ccc(-c2cn(Cc3ccc(C(=O)c4ccccc4)cc3)nn2)cc1 | / | / | / | / | / | / | i | 16 | 1.8% | / | / | / | / | / | 35 | 804 | i | 0.1

This part in full, from the first entry:
SMILES | Autophagy mod | Autophagy mod cell loss 18 h | WT yeast gro inh | WT yeast gro inh mutant strain | Insulin prom up | Insulin prom up cell count | T cell modulator | T cell modulator vesicle-bound % | West Nile antiviral | MT stabilize HCS | MT stabilize HCS Hoechst-high % | MT stabilize HCS cytotoxicity % | b-catenin transl | b-catenin transl cell count 5 µM | Lipid droplet | Lipid droplet cells 6.5 µM | Myeloid diff MLP | Myeloid diff MLP GFP+ MAC1+ %
O=C(CCCn1c(=S)[nH]c2cc3c(cc2c1=O)OCO3)NCCc1ccccc1Cl | / | / | / | / | / | / | i | 49 | -0.4% | / | / | / | / | / | 12 | 671 | i | 4.3
O=C(CN1CCSC1=NCc1ccccc1)c1ccc(Cl)cc1 | i | -2 | 5 | -6 | -0.29 | 1107 | i | 50 | -0.4% | 2.1 | 2.9 | 7.6 | -0.9 | 1088 | -4 | 613 | i | 0.9
C[C@@H]1C2CC(C/C2=N\NC(=O)c2ccncc2)C1(C)C (stereo partly specified) | / | / | / | / | / | / | i | 14 | 0.9% | / | / | / | / | / | 7 | 690 | i | 1.4
C/C=C\C(=O)Nc1cccc(C2=NOC3(C2)C[C@@H](C(N)=O)N(C(=O)CCCCC)C3)c1 (stereo partly specified) | / | / | / | / | 0 | 974 | i | 51 | -0.6% | / | / | / | -0.4 | 1105 | / | / | i | 1.5
COc1cc2c(cc1C1NC(=S)NC(C)=C1C(N)=O)CCCC2 (stereo unspecified) | i | -5 | 0 | -1 | 0.84 | 1027 | i | 56 | 2.0% | 1.7 | 1.5 | 4.2 | 1.2 | 1505 | -7 | 556 | i | 0.0
O=C(Nc1ccc2oc(-c3ccccc3Cl)nc2c1)c1cncc(Br)c1 | i | 11 | 4 | -3 | -1.8 | 1310 | i | 36 | ? | 8.2 | 6.7 | 17 | 1.4 | 1268 | / | / | i | 0.4
Oc1oc(-c2ccco2)nc1C=Nc1cccc(Cl)c1 | i | 8 | -2 | 0 | 0.4 | 1050 | i | 7 | -0.6% | 6.8 | 2.5 | 9.3 | -6.8 | 916 | / | / | i | 5.8
CCCCCc1ccc(-c2cn(Cc3ccc(C(=O)c4ccccc4)cc3)nn2)cc1 | / | / | / | / | / | / | i | 16 | 1.8% | / | / | / | / | / | 35 | 804 | i | 0.1
COc1ccc(NC(=O)/C(Cl)=C(/Cl)S(=O)(=O)Cc2ccc(C)cc2)cn1 | i | 0 | 77 | 79 | -2.3 | 693 | / | / | -0.8% | 0.8 | 1.0 | 6.1 | / | / | 4 | 709 | ? | /
O=C(O)c1cc(O)ccc1NC(=O)c1cccc2ccccc12 | / | / | / | / | -0.16 | 1060 | i | 51 | -0.1% | / | / | / | 0.0 | 1246 | 7 | 735 | i | 0.2
COC(=O)c1sccc1NC(=S)Nc1ccc(F)cc1 | i | 11 | -2 | 22 | 0.09 | 1248 | i | 42 | -0.1% | 3.9 | 2.6 | 3.0 | -5.9 | 525 | -7 | 646 | i | 0.8
CN(c1ccccc1)S(=O)(=O)c1ccc(C(=O)Nc2nnc(-c3ccc(F)cc3)o2)cc1 | i | -24 | 46 | -24 | -0.22 | 924 | i | 59 | 2.6% | 4.2 | 2.1 | 11 | / | / | 5 | 791 | / | /
Cc1cc(C(=O)NCc2ccc(F)cc2)n(-c2ccccc2)n1 | / | / | / | / | 1.4 | 991 | i | 29 | -0.8% | / | / | / | -1.9 | 1343 | 1 | 668 | i | 0.9
CCn1c(=O)c(CCC(=O)N2CCOCC2)c(C)c2c(C)nn(-c3ccccc3)c21 | / | / | / | / | / | / | i | 26 | 0.7% | / | / | / | / | / | 18 | 699 | i | 6.0
CCN1CCN(CCCOc2ccccc2-c2ccccc2)CC1 | i | 32 | 14 | 12 | -0.32 | 1469 | i | 36 | 0.5% | 5.8 | 0.7 | 6.5 | -1.1 | 1467 | -18 | 516 | i | 0.1
CSCCC(NC(=O)c1ccc(C(C)(C)C)cc1)C(=O)O (stereo unspecified) | i | -6 | -13 | 11 | -1.4 | 1166 | i | 13 | 0.0% | 3.9 | 2.8 | 1.8 | 0.2 | 1100 | 4 | 663 | i | 0.2
COc1ccc(CNc2ncnc3c2[nH]c2ccccc23)cc1 | / | / | / | / | -0.4 | 1431 | i | 3 | 0.1% | / | / | / | -0.5 | 1260 | -54 | 755 | i | 0.6
CSc1nc2c(c(=O)[nH]c(=O)n2C)n1Cc1ccccc1 | / | / | / | / | / | / | i | 53 | -0.9% | / | / | / | / | / | 7 | 853 | i | 0.5
COc1cc(OC)cc(C(=O)N2c3ccc(F)cc3CCC2C)c1 (stereo unspecified) | i | 4 | 4 | 1 | / | / | i | 28 | -0.4% | 2.3 | 1.5 | 10 | -0.9 | 1063 | -12 | 714 | i | 1.4
Cc1ccc(-n2nc3c(N4CCC(C(=O)N5CCC(C(N)=O)CC5)CC4)nnc(C)c3c2C)cc1 | / | / | / | / | / | / | i | 45 | -0.6% | / | / | / | / | / | 13 | 765 | i | 5.6
O=S(=O)(/C=C/c1ccccc1)NCc1ccccc1Cl | i | -12 | 4 | 10 | 0.11 | 1173 | i | 42 | 0.2% | 2.4 | 2.7 | 6.7 | -1.9 | 983 | -19 | 612 | i | 1.0
O=C(c1ccccc1Nc1ccc(SC(F)F)cc1)N1CCCCCC1 | i | 19 | 42 | 6 | / | / | i | 21 | -1.4% | 3.8 | 1.4 | 9.2 | / | / | / | / | i | 1.1
CN(CCc1ccccc1)C(=O)CCc1nnc(Cc2ccc3c(c2)OCO3)o1 | / | / | / | / | / | / | i | 67 | -0.3% | / | / | / | / | / | 0 | 817 | i | 0.3
CC(=O)Nc1ccc(S(=O)(=O)NCCC(=O)NCCc2ccc(F)cc2)cc1 | i | -3 | -1 | 9 | -0.13 | 1566 | i | 19 | 0.3% | 2.2 | 1.4 | 2.2 | -0.6 | 1410 | / | / | i | 0.4
CCn1c(COc2cccc3cccnc23)nnc1SCC(=O)O | / | / | 13 | 11 | -0.58 | 980 | i | 21 | 0.2% | 9.5 | 1.3 | 5.9 | / | / | / | / | i | 0.4
COc1ccc(C2c3ccc(O)cc3Oc3ncn4nc(-c5ccccn5)nc4c32)cc1 (stereo unspecified) | / | / | / | / | 0.07 | 1011 | i | 18 | 0.4% | / | / | / | 0.1 | 1320 | 15 | 716 | i | 0.7
C/C(CC(=O)NC12CC3CC(CC(C3)C1)C2)=N\NC(=O)c1cnccn1 | i | 12 | -3 | 8 | 0.68 | 1308 | i | 23 | 0.2% | 5.3 | 2.0 | 7.1 | -1.6 | 1110 | 7 | 746 | i | 0.6
CCOc1ccc(C2N(c3cc(C)on3)C(=O)C3CCCN32)cc1OC (stereo unspecified) | i | 7 | 9 | 19 | -0.02 | 1325 | i | 41 | -0.4% | 3.6 | 1.5 | 1.3 | 3.6 | 1351 | / | / | i | 0.6
COc1cccc(NC(=O)c2cccnn2)c1 | / | / | / | / | / | / | i | 40 | 0.0% | / | / | / | / | / | 0 | 704 | i | 0.5
Cc1ccc(-c2noc(CN3CCOCC3)n2)cc1 | i | -2 | -7 | -28 | -0.12 | 1579 | i | 30 | -0.3% | 2.2 | 0.5 | 5.1 | -0.8 | 1273 | / | / | i | 0.9
